# CCHF vOTU inh = CCHFV vOTU protease inhibitors, primary screen, biochemical, Pep-AMC substrate, fluorescence; Crimean-Congo hemorrhagic fever virus L polyprotein viral ovarian tumor (vOTU) protease …; inhibition, % at 11.5 µM; 370,000 compounds, 0.55% hits; AID 651958, 2012; in the data active = inhibition above about 30%; also: 0% = vehicle wells with enzyme and 100% = no enzyme wells
# TcdB GH inh = TcdB glycohydrolase inhibitors, primary screen, biochemical, single point, plate reader. 350,000 compounds, 0.24% hits. inhibition, % at 9.99 µM. Toxin B (Clostridioides difficile), P18177. AID 652162, 2013. TcdB glycohydrolase enzymatic assay; in the data active = inhibition above about 10%
# PfHsp40 rescue = rescue of yeast from PfHsp40 toxicity, primary screen, S. cerevisiae, ATP luminescence; S. cerevisiae expressing PfHsp40, growth rescue; growth rescue, % at 12.5 µM; 340,000 compounds, 0.68% hits; in the data active = growth rescue above about 28%, passing the limit was not always enough; inconclusive = no clear call, values can overlap the other calls;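 also: yeast W303a lacking pdr1 and pdr3 grown in galactose medium; growth measured after three days at 30 °C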
# Yp Topo-I inh = Yersinia pestis topoisomerase I inhibitors, primary screen, biochemical, cleavage product accumulation, plate reader, single point | 360,000 compounds, 0.064% hits | activity, % at 10 µM | Y. pestis Topo-I cleavage product accumulation | DNA topoisomerase I (Yersinia pestis CO92); in the data active = activity above about 50%, passing the limit was not always enough; inconclusive = no clear call, values can overlap the other calls; also: inactives centre near 2
# PrPC surface inh = inhibitors of human cell surface prion protein PrPC, primary screen, cell-based, TR-FRET. Major prion protein (Homo sapiens), P04156. TR-FRET read-out. inhibition, % at 13.8 µM. 370,000 compounds, 0.43% hits. AID 720596, 2013; in the data active = inhibition above about 24%; also: 0% = median of the test wells and 100% = reference compound wells
# BoNT F protease = BoNT/F light chain protease inhibitors, primary screen, biochemical, flow cytometry, MLPCN library. inhibition, % at 10 µM. Botulinum neurotoxin type F light chain protease (Clostridium botulinum). AID 588497, 2011. Multiplex microsphere protease cleavage assay. 360,000 compounds, 0.22% hits; in the data active = inhibition above about 35%, passing the limit was not always enough; inconclusive = no clear call, values can overlap the other calls; also: plate controls were buffer without enzyme for full effect and enzyme alone for no effect
# FadD28 binding = inhibitors of FadD28 bisubstrate probe binding, primary screen, biochemical, fluorescence polarization, single point | 360,000 compounds, 0.22% hits | inhibition, % at 12.5 µM | Mycobacterium tuberculosis FadD28 fatty-acid-AMP ligase; in the data active = inhibition above about 8.5%, passing the limit was not always enough; inconclusive = no clear call, values can overlap the other calls
# Anthrax LF inh2 = Bacillus anthracis LF protease inhibitors, primary screen, biochemical, multiplex microsphere, MLPCN library; Lethal factor (Bacillus anthracis), P15917; multiplex microsphere protease cleavage assay; inhibition, % at 10 µM; 360,000 compounds, 0.12% hits; also: plate controls were buffer without enzyme for full effect and enzyme alone for no effect
# Target sequence (P15917 whole entry, looked up): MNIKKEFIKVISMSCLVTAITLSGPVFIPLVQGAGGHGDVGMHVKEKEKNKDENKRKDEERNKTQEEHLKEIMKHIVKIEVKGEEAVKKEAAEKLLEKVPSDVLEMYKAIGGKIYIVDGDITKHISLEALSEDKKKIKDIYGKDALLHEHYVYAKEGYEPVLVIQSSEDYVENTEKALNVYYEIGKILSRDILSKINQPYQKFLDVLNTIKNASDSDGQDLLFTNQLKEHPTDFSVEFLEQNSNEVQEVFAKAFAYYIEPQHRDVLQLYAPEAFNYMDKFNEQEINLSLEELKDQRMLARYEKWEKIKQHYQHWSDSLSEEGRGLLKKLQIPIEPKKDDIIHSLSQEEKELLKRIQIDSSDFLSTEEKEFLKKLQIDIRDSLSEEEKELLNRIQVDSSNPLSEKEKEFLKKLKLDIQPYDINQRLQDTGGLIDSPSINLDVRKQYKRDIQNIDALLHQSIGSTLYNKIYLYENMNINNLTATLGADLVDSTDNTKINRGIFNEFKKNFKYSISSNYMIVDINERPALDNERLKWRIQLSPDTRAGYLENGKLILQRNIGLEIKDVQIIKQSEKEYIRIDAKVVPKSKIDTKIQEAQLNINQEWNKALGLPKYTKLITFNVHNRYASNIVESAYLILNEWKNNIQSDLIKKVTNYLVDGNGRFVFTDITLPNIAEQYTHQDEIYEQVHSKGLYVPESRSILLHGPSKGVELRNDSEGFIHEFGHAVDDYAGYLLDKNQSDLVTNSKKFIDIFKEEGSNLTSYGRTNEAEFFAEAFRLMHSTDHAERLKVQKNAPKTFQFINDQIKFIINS
# BoNT-A LC inh2 = BoNT/A light chain protease inhibitors, primary screen, biochemical, flow cytometry, MLPCN library; Botulinum neurotoxin type A light chain protease (Clostridium botulinum A str. ATCC 3502); inhibition, % at 10 µM; 360,000 compounds, 0.17% hits; AID 588499, 2011; multiplex microsphere protease substrate cleavage; also: plate controls were buffer without enzyme for full effect and enzyme alone for no effect
# Numbers without * were called inactive; u = inconclusive; x = not tested or not shown; & = joins results of further samples. Rule as the data show it, unless noted: active = inhibition above about 30%; inconclusive = no clear call, values can overlap the other calls; inactive = below that.
molecule	CCHF vOTU inh	TcdB GH inh	PfHsp40 rescue	Yp Topo-I inh	PrPC surface inh	BoNT F protease	FadD28 binding	Anthrax LF inh2	BoNT-A LC inh2
Cc1cccc(C(=O)N[C@H](C(=O)OCC(=O)NC(=O)c2cccn2C)C(C)C)c1	-11	-0.9	-0.6	5	1	-4	-2.7	-1	0.1
O=C(/C=C/c1cccs1)NNC(=O)c1cccc([N+](=O)[O-])c1	-10	-1.1	0.3	-8	-10	-4	1.3	-5	0.1
CCOP(=O)(OCC)C(Nc1ccc(OC)cc1)c1ccco1 (stereo not given)	-6	-1.5	0.9	-8	0	3	-2.2	-8	0.3
Cc1nnsc1C(=O)N(Cc1ccccc1)C(C)C	4	-0.5	-1.2	3	-3	u	-2.9	-3	-1.4
O=C1C=C(c2ccc(Cl)c(C(F)(F)F)c2)C[C@@H](c2ccc(F)cc2)C1	13	-5.5	5.8	35	8	3	-5.4	-1	-0.3
COc1ccc(OC)c(CNC(=O)c2ccc(C)c(NC(=O)C3=C(C)OCCS3)c2)c1	2	-0.6	-1.3	11	-8	-7	2.2	1	-0.6
Cc1ccccc1OCCCSc1nc2ccccc2[nH]1	-10	0.3	-0.4	6	5	4	-4.0	-5	0.1
Cc1ccc2[nH]c3c(c2c1)CCC3=O	-48	x	1.2	2	11	3	-0.2	0	-0.4
COc1ccc(C(=O)Nc2ccccc2C(=O)NCCCn2ccnc2)cc1	3	x	0.3&0.5	2	5	0	-3.1	-1	-0.4
Cc1cccc(NC(=O)c2sc(NC(=O)COc3ccccc3)c(C#N)c2C)c1C	-12	0.6	1.0	9	1	-2	-3.3	0	-0.4
COc1ccc(C(=O)Nc2c(Cl)cc(Cl)cc2C(=O)NCc2ccco2)cc1	-5	x	-2.1	7	-3	-1	-3.8	-5	0.3
COc1ccc(S(=O)(=O)N2CCC(C(=O)NCCN3CCOCC3)CC2)cc1OC	1	1.4	0.0	1	-10	15	-2.5	16	-0.7
O=C(CC(C(=O)O)c1ccccc1)c1cccs1 (stereo not given)	-7	0.1	0.5	-10	8	4	0.5	-13	0.0
COc1ccc(OCCNC(=O)C2(C)CCN2Cc2ccc(SC)cc2)cc1 (stereo not given)	-1	2.1	x	28	-4	-2	-1.4	-10	-0.4
Cc1ccc(-c2cc(C(=O)NCc3cccnc3)no2)cc1	-3	2.6	1.1	-3	11	10	-4.1	-11	9.3
COc1ccc(NC(=O)COc2nsnc2N2CCOCC2)cc1	11	x	-0.7	-4	-2	-6	-1.6	-1	0.4

# At a glance, some entries already given.
molecule	CCHF vOTU inh	TcdB GH inh	PfHsp40 rescue	Yp Topo-I inh	PrPC surface inh	BoNT F protease	FadD28 binding	Anthrax LF inh2	BoNT-A LC inh2
Cc1cccc(C(=O)N[C@H](C(=O)OCC(=O)NC(=O)c2cccn2C)C(C)C)c1	-11	-0.9	-0.6	5	1	-4	-2.7	-1	0.1
O=C(/C=C/c1cccs1)NNC(=O)c1cccc([N+](=O)[O-])c1	-10	-1.1	0.3	-8	-10	-4	1.3	-5	0.1

# Carrying on:
molecule	CCHF vOTU inh	TcdB GH inh	PfHsp40 rescue	Yp Topo-I inh	PrPC surface inh	BoNT F protease	FadD28 binding	Anthrax LF inh2	BoNT-A LC inh2
O=C(Nc1ccc(Cl)cn1)c1ccc2c(c1)OCCO2	1	1.0	1.6	-2	-2	-4	-1.3	1	0.0
Cc1ccc(S(=O)(=O)N/N=C/c2cnn(C)c2C)cc1	-3	x	0.1	0	-2	-5	-3.8	0	-0.3
Fc1cccc(C[n+]2csc3ccccc32)c1	-4	x	-1.6	24	2	-9	-0.7	-3	-2.6
Cn1cccc1C(=O)N1CCc2ccccc2C1	-9	-0.9	0.1	-3	4	-1	-2.7	-1	1.1
CCOC(=O)c1c(C)[nH]c(C)c1C(=O)COC(=O)/C=C/c1ccccc1[N+](=O)[O-]	5	0.7	1.4	10	-18	12	0.8	-1	3.5
COc1cc(NC(=S)NCCC(c2ccccc2)c2ccccc2)c(OC)cc1Cl	11	x	-1.3	-2	19	-8	-4.0	-6	-1.2
CC(C)Cc1cc(C(=O)N2N=C(C(F)F)CC2(O)C(F)F)c2ccccc2n1 (stereo not given)	11	x	0.2	8	-3	-12	-4.8	0	-10
O=C(NCCCCc1ccccc1)c1ccc(Br)o1	-8	x	0.0	8	7	-10	-1.5	-4	0.2
CCOC(=O)C1CCN(C(=O)Cc2c(C(=O)O)[nH]c3ccccc23)CC1	-1	x	-0.9	5	-6	-7	-0.7	-2	-4.4
CC(C)N1C(=O)/C(=C/c2nc3ccccc3c(=O)n2-c2ccccc2)c2ccccc21	9	x	0.9	13	-9	-5	-0.9	-4	-0.8
COc1c(C)cc(C(O)c2ncc(-c3ccccc3Cl)[nH]2)cc1C (stereo not given)	1	-1.8	x	13	2	1	-4.0	-4	-0.2
CCC1CCc2c([nH]c3ccccc3c2=O)O1 (stereo not given)	-19	x	-0.2	2	-3	3	-1.8	1	1.1
Cc1cccc(NC(=O)CSc2nnc3ccc(-c4cccnc4)nn23)c1	11	-3.5	x	-4	-8	-7	-2.6	0	0.9
CCCN(C(=O)c1cc(Cl)nc2ccccc12)C1CCS(=O)(=O)C1 (stereo not given)	-8	2.6	-0.6	5	-4	-1	0.3	-2	2.8
CCNC(=S)Nc1cc(OCC)c(N2CCOCC2)cc1OCC	1	-12	-0.8	-2	-6	0	1.7	0	-0.4
CCOC(=O)C1=NN(c2ccccc2)C2=NC(C)=C(C(=O)OC)C(c3cccs3)N12 (stereo not given)	8	x	-2.3	16	6	-5	-0.3	2	-0.6
CSc1ncc(CN2CCCC(C(=O)c3ccccc3SC)C2)cn1 (stereo not given)	4	0.5	-0.2	2	-4	-1	-3.8	-3	-0.7
CCN(C(=O)c1ccc(Cl)cc1[N+](=O)[O-])c1ccccc1C	-2	1.0	0.8	10	-8	-18	-1.5	-7	-1.8
CCN(CC)CCNc1ccnc2cc(Cl)ccc12	3	1.4	0.1	-6	-11	0	-3.5	0	-0.5
CCCCN(CC)Cc1ccc(CNC(=S)Nc2c(C)cc(C)cc2C)o1	0	0.6	-1.9	3	-2	-9	-2.5	-14	0.1
Cc1oc2ccc(O)c(CN(C)C)c2c1C(=O)c1ccccc1	-1	0.0	-0.8	-6	0	0	-0.1	-1	-0.1
COc1ccc(CC(=O)Nc2cccc(-c3csc(C)n3)c2)cc1	14	x	4.8	6	-5	-13	-2.4	2	-1.1
CCCC(=O)Nc1ccc(Cl)c(NC(=S)NC(=O)c2ccco2)c1	-12	0.0	0.1	-2	4	-13	-0.9	0	-0.9
CCN(c1ccccc1)S(=O)(=O)c1ccc2c(c1)C(C)(C)C(=O)N2C	x	x	-0.1	2	x	3	-1.9	-3	0.5
O=C(OCC1CCNCC1)c1ccc2c(c1)OCO2	-8	0.5	0.2	1	0	-8	-4.0	5	2.2
O=C(CN1C(=O)COc2ccc(Cl)cc21)N1CCCCC1	1	1.8	-1.8	8	-4	5	0.1	-4	1.0
CCOc1ccc(NCc2nnc(SCC(=O)Nc3cc(C)on3)n2-c2ccc(OC)cc2)cc1	x	x	-0.7	16	x	-5	-1.5	-4	0.7
Cc1ccccc1CC(=O)Nc1cccnc1	-1	0.4	-1.8	6	1	x	0.3	x	x
CC1=Nn2c(nnc2-c2ccco2)SC1	-3	x	0.0	-7	-4	3	0.5	0	2.0
CC(=O)OC[C@H]1COc2ccc3ccccc3c2[C@H]1N(C)C(C)=O	x	x	-0.2	7	x	-6	-3.8	-3	-0.6
CC1(C(=O)NS(=O)(=O)C2CC2)CCCN(C(=O)c2ccccc2OC(F)(F)F)C1 (stereo not given)	4	0.5	x	-2	5	0	-0.5	2	0.0
O=C(Cn1cnc(Cl)c1Cl)c1ccc(F)cc1	7	0.3	2.0	-3	-7	-1	-3.6	-1	0.0
COc1ccccc1C(=O)NC(CCSC)C(=O)NNC(=O)c1ccccc1O (stereo not given)	-6	2.1	98*	-1	5	-4	-2.8	-2	-1.7
O=C(O)[C@@H]1CCCN1S(=O)(=O)c1cccc2cccnc12	-7	0.9	-1.3	3	3	-4	0.2	0	0.4
COc1ccc(NC(=O)CCCNC(=O)Cn2cnc3sc(C)c(C)c3c2=O)cc1OC	13	1.4	-1.0	-1	-6	-10	0.2	10	-1.7
COc1ccc2c(c1)C(C)=CC(C)(C)N2S(=O)(=O)c1ccc(NC(C)=O)cc1	0	0.3	1.1	30	9	u	-4.2	5	3.6
COCCNC(=O)C(c1ccc(O)cc1)N(Cc1ccco1)C(=O)CCC(=O)Nc1ccccn1 (stereo not given)	-9	0.8	-0.1	0	3	-21	0.3	4	-4.1
O=C(COc1ccc([N+](=O)[O-])cc1)NNC(=O)c1cccs1	-9	1.3	-0.1	-1	-4	-2	0.0	-2	-0.1
CC(=O)Nc1ccc(S(=O)(=O)NCc2cccnc2)cc1	-27	x	-0.8	1	-1	5	-3.8	1	0.8
COc1ccc(CN2C(=O)Cc3c2nc(N)c2c(N)nc(N4CCOCC4)c(C#N)c32)cc1	18	1.3	0.1	14	1	-1	1.4	-3	1.3
CC(=O)N/C(=C/c1ccc([N+](=O)[O-])cc1)C(=O)O	-3	-0.2	x	1	-18	4	0.2	-6	-0.5
CCOc1ccc(NS(=O)(=O)c2ccc3c(c2)N(C(C)=O)CC3)cc1	5	0.9	1.6	4	-2	-6	-1.6	-3	-0.6
Cc1ccc(NC(=O)NCc2cccnc2)cc1C	-3	0.7	-1.3	5	4	1	-0.1	-2	0.7
C[C@@H]1CN([C@@H](C)CO)C(=O)CCCn2nncc2CO[C@@H]1CN(C)C(=O)c1ccncc1	-5	1.1&-1.1&-0.2	x	-3	1	0	-3.1	1	0.4
CC/C(=C\c1ccc(Cl)cc1)c1ccncc1	0	0.0	0.0	28	-9	-3	-2.2	2	-0.7
Cn1cccc/c1=N\c1cccc[n+]1C	-12	-1.1	x	-1	8	u	2.3	-12	-4.9
CC(C)(C)C1CCc2c(sc(NC(=O)c3cccs3)c2C(N)=O)C1 (stereo not given)	4	x	1.5	13	-2	15	-2.6	2	0.2
O=C(C1CCCN(Cc2ccccc2F)C1)N1CCc2ccccc2C1 (stereo not given)	2	-0.4	0.8	2	-1	2	-4.0	u	-7.0
Cc1ccc(-c2cc(-c3ccccc3)cc(-c3ccccc3)[n+]2-c2ccc(C(=O)O)cc2)cc1	-9	0.4	-2.2	-7	-11	-16	-0.4	-8	-0.9
CCC(=O)N1CC2(c3ccccc3)CN(C(=O)CC)CC(c3ccccc3)(C1)C2=O	-6	-0.6	1.4	7	1	0	-3.2	-4	-1.1
OCC1(Cc2ccccc2F)CCCN(Cc2c(F)ccc(F)c2F)C1 (stereo not given)	-2	-1.0	-0.6	6	9	u	-1.2	6	3.3
CN(NC(=O)NN)c1ncc(C(F)(F)F)cc1Cl	-2	x	0.8	-1	7	-13	1.2	-1	-0.9
Cc1ncc(CO)c2c1OC(C)(C)OC2	-15	x	0.8	8	0	2	0.4	-6	-0.5
CCOC(=O)NC1(C(F)(F)F)C(=O)NC(C)=C1C(=O)OC (stereo not given)	-8	x	1.2	-7	5	-15	-0.6	-2	-1.3
CC(=O)NCCN1C(=O)C2C3c4ccccc4C(c4ccccc43)C2C1=O (stereo not given)	-5	1.5	-0.6	0	-1	-2	-0.2	-13	-1.3
O=C(O)C(c1ccccc1)C1CCCCC1O (stereo not given)	7	2.7	-0.7	-3	3	-1	-3.6	-2	-0.5

# Screening results: PubChem, several laboratories
